Source: PubChem BioAssay
NS5 inhibitors – flavivirus cap methylation enzyme inhibition – biochemical, confirmation dose response, primary screen (AID 588689); inhibition, % at 25 µM; hits with a dose series show IC50 in µM; 340,000 compounds, 0.3% hits; Dengue-2 NS5 methyltransferase capping enzyme assay, biochemical; higher % means a stronger effect; in the data active = a potency from the dose series
RSV antiviral HEp-2 – RSV antiviral activity via CPE protection, HEp-2 cells, primary 10 µM value included (AID 2391). HEp-2 cells, RSV-induced CPE inhibition; higher % means a stronger effect. CPE inhibition, % at 10 µM, or IC50 in µM where a hit was titrated. 310,000 compounds, 0.13% hits; in the data active = a potency from the dose series; note: strong numbers were not always called active
UTI89 phage lysis – inhibition of K1F phage lysis, E. coli UTI89, bacterial capsule biogenesis inhibitors, alamar blue (AID 488966). E. coli UTI89 K1F phage lysis, alamar blue, 2 h; higher % means a stronger effect. inhibition, % at 100 µM; hits with a dose series show IC50 in µM. 340,000 compounds, 0.02% hits;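 active = phage lysis inhibition, versus mean bacterial control, above a set limit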;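 note: capsule biogenesis inhibitors block K1F phage lysis so surviving cells raise fluorescence; higher fluorescence means more inhibition of phage lysis; actives were called in the ten point dose series up to 300 µM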
* marks the source's active call; other numbers are inactive results; [ ] = another dose, or the depositor's remark.

SMILES	NS5 inhibitors	RSV antiviral HEp-2	UTI89 phage lysis
COc1cccc(CN(C)C(=O)C2CSC3(C)CCC(=O)N23)c1OC (centres undefined)	-4.4%	-0.4%	0.7%[50 µM]
CCN(CC(=O)NCc1cccs1)C(=O)/C=C/c1cc(Br)ccc1OC(F)F	-3.0%	0.5%	0.1%[50 µM]
COc1ccc(S(=O)(=O)N2CCOCC2)cc1NC(=O)CSc1nnc(C2CC2)n1C1CC1	-8.4%	0.5%	0.3%[50 µM]
COc1ccc(C(=O)COC(=O)CNC(=O)c2ccccc2)cc1F	-1.5%	0.2%	0.6%[50 µM]
COc1ccc(C(C)(C)C)cc1NC(=O)CCc1c(C)noc1C	-2.9%	-0.1%	0.0%
CN(Cc1ccccc1)C(=O)c1ccc(NC(=O)Cc2cccc(NC(=O)C3CCCN(C(=O)C4CCC4)C3)c2)cc1 (centres undefined)	-12.8%	4.9%	-0.4%
CCCCn1c(N)c(N(CC)C(=O)C2CCC2)c(=O)[nH]c1=O	-11.9%	-0.1%	0.1%[50 µM]
COc1ccc(NC(=O)COC(=O)c2cc(Cl)ccc2O)cc1S(=O)(=O)N1CCCCC1	0.4%	1.6%	0.2%[50 µM]
COc1cc(OC)cc(C(=O)NNC(=O)C2CSC3(C)CCC(=O)N23)c1 (centres undefined)	-5.3%	1.4%	1.4%[50 µM]
Cc1nnc(SCC(=O)N(C)C2CCCCC2)n1C	1.8%	0.0%	0.6%[50 µM]
O=C(CNS(=O)(=O)c1ccc2c(c1)OCCCO2)N1CCN(c2ccc(F)cc2)CC1	-1.1%	-0.7%	0.2%[50 µM]
CC(=O)NS(=O)(=O)c1ccc(NC(=O)c2ccc(S(=O)(=O)N3CCCC3)cc2)cc1	-2.2%	0.9%	1.3%[50 µM]
O=C1C=C(c2ccccc2Oc2ccccc2)C[C@@H](c2ccc3c(c2)OCO3)C1	2.0%	5.9%	0.8%
Cc1ccc2c(c1)C1CN(C)CCC1N2S(=O)(=O)c1ccc(C(C)C)cc1 (centres undefined)	-13.2%	-1.2%	-0.1%[50 µM]
Cn1ccc(NC(=O)c2ccc([N+](=O)[O-])cc2)n1	3.0%	-0.3%	0.6%[50 µM]
O=C(CN1CCN(C(C(=O)Nc2ccc(Cl)cc2C(F)(F)F)c2ccccc2)CC1)NC1CC1 (centres undefined)	-6.3%	2.6%	-0.2%[50 µM]
COc1cc(NC(=O)C2CC(=O)N(Cc3ccco3)C2)c(OC)cc1Cl (centres undefined)	-2.9%	1.5%	1.3%[50 µM]
CCCn1c(N)c(C(=O)CSc2nc3ncc(Cl)cc3[nH]2)c(=O)[nH]c1=O	-2.9%	0.5%	0.4%[50 µM]
COc1ccc2cc(-c3cccnc3)ncc2c1	1.6%	11.2%	-0.3%
CN(C)CCCNC(=O)c1ccc(Cl)c(S(=O)(=O)N2CCCCCC2)c1	0.0%	-0.3%	0.2%[50 µM]
CC(=O)c1ccc(OCC(=O)OCc2cc(-c3ccco3)on2)cc1	-0.7%	1.4%	0.5%[50 µM]
CN(CC(=O)NC(=O)NC1CCCCC1)c1ccccc1	-3.0%	3.6%	0.7%[50 µM]
Cc1ccccc1C(=O)N1CCC(C(=O)OCc2nc(N)nc(Nc3ccccc3)n2)CC1	-0.8%	-0.2%	-0.1%[50 µM]
O=C(COc1ccc(Br)cc1)Nc1ccc(N2CCOCC2)cc1N1CCOCC1	-5.9%	-0.8%	0.5%[50 µM]
Cc1ccc(N(CCC#N)C(=O)CSc2nnc3ccccn23)cc1	3.7%	0.1%	0.5%[50 µM]
Cc1noc(C)c1COC(=O)c1cc(S(=O)(=O)N2CCOCC2)ccc1F	-4.3%	0.6%	-0.7%
O=C(COC(=O)C12CC3CC(CC(O)(C3)C1)C2)Nc1ccc(Br)cc1F	-2.9%	2.0%	0.4%[50 µM]
CCN(C(=O)CSc1nnc(SC)s1)c1c(N)n(Cc2ccccc2)c(=O)[nH]c1=O	-6.6%	0.1%	2.2%[50 µM]
O=C(COc1ccc(-n2cnnn2)cc1)Nc1ccc(F)c(F)c1F	2.2%	0.1%	0.6%[50 µM]
NC(=O)c1ccsc1NC(=O)COC(=O)c1ccc([N+](=O)[O-])o1	2.2%	-0.1%	-0.3%[50 µM]
CCCn1c(N)c(C(=O)COC(=O)c2cccc(S(=O)(=O)N3CCOCC3)c2)c(=O)[nH]c1=O	4.4%	-0.5%	0.9%[50 µM]
CCOc1ccc(S(=O)(=O)Nc2cccc(C(=O)NCC(c3ccco3)N3CCCC3)c2)cc1 (centres undefined)	-2.3%	-0.2%	0.1%[50 µM]
CSc1ccc(C2=CC(=O)C[C@H](c3ccc(Cl)cc3)C2)cc1	-0.8%	1.6%	-0.1%
Cc1ccc(C)c(S(=O)(=O)N2CCN(CC(=O)NC(C)c3ccccc3)CC2)c1 (centres undefined)	-5.8%	0.8%	-0.7%
COc1ccc(CN(C)C(=O)Cn2ccc(N)nc2=O)cc1OC	-4.1%	-0.5%	2.9%
Clc1cc2cccnc2c2ncccc12	-3.9%	-1.9%	0.8%[50 µM]
CC(=O)c1cc(Cl)ccc1OCC(=O)Nc1cccc(S(=O)(=O)N2CCCC2)c1	-0.4%	2.1%	0.3%[50 µM]
COc1ccc(-c2csc(NC(=O)c3cccc(N4C(=O)CCC4=O)c3)n2)cc1OC	2.3%	1.6%	0.5%[50 µM]
CCN(CC(=O)Nc1ccc(OC)cc1)C(=O)C1CCN(C(=O)c2ccc(Cl)cc2)CC1	-13.6%	0.8%	0.5%[50 µM]
O=C1CCC(C(=O)OCc2nnc(-c3ccc(Br)cc3)o2)=NN1	-11.0%	1.1%	0.6%[50 µM]

An excerpt from above with just RSV antiviral HEp-2:
molecule | RSV antiviral HEp-2
COc1ccc(CN(C)C(=O)Cn2ccc(N)nc2=O)cc1OC | -0.5%
Cc1nnc(SCC(=O)N(C)C2CCCCC2)n1C | 0.0%

Additional structures.
SMILES	NS5 inhibitors	RSV antiviral HEp-2	UTI89 phage lysis
Cc1ccc(S(=O)(=O)Nc2ccccc2F)cc1C(=O)N1CCCC1	4.0%	0.2%	0.4%[50 µM]
Cc1nnc(SCC(=O)N(CC(C)C)C2CCS(=O)(=O)C2)n1N (centres undefined)	-3.7%	1.1%	0.7%[50 µM]
O=C(CSc1nnnn1C1CC1)Nc1ccc(S(=O)(=O)N2CCOCC2)cc1	-3.0%	2.8%	1.4%[50 µM]
COc1ccc(C2=NOC(Cn3nc(-c4ccccc4C)cc3C(=O)O)C2)cc1 (centres undefined)	-13.0%	1.2%	1.8%
CCOC(=O)c1oc2ccccc2c1COC(=O)C(C)NC(=O)c1ccco1 (centres undefined)	-1.5%	2.1%	0.5%[50 µM]
Cc1ccc2c(Cl)cc(Cl)c(OCC(=O)N3CCOCC3)c2n1	4.6%	1.2%	0.8%[50 µM]
Cc1cc(C)n2nc(C(=O)OCC(=O)Nc3ccc4c(c3)OCCO4)nc2n1	6.2%	1.2%	1.1%[50 µM]
O=C(COC(=O)c1ccc(Cl)c(S(=O)(=O)N2CCOCC2)c1)Nc1ccc2[nH]c(=O)[nH]c2c1	4.4%	0.8%	0.6%[50 µM]
Cc1onc(-c2ccccc2)c1C(=O)OCC(=O)Nc1ccc(Cl)cc1	-0.7%	0.8%	-1.1%
Cc1noc(C)c1COc1ccccc1C(=O)N(C)Cc1ccc(C(C)(C)C)cc1	0.0%	1.0%	-0.4%[50 µM]
COc1ccccc1N(C)S(=O)(=O)c1ccc(C(=O)OCC(=O)Nc2ccc(C(N)=O)cc2)cc1	-1.9%	4.6%	0.0%[50 µM]
CC(=O)Nc1ccc(C(=O)OCC(=O)NCc2cccs2)cc1	-3.4%	0.3%	0.7%[50 µM]
CC1CC(C)CN(C(=O)c2ccc3c(c2)OCCO3)C1 (centres undefined)	-8.1%	0.5%	0.9%[50 µM]
COc1ccc(NC(=O)CN(C)CC(=O)NC(=O)NC2CCCCC2)cc1	3.6%	2.9%	0.7%[50 µM]
CCCn1c(N)c(C(=O)CSc2nncs2)c(=O)[nH]c1=O	-6.8%	0.5%	0.5%[50 µM]
CC1CCCCC12NC(=O)N(CC(=O)Nc1ccc3c(c1)OCCCO3)C2=O (centres undefined)	-4.4%	2.3%	1.3%[50 µM]
COc1ccccc1CNC(=O)COC(=O)C1CC1	-3.7%	3.4%	0.2%[50 µM]
O=C(CSc1ccccc1F)Nc1ccc(N2CCOCC2)cc1	2.9%	0.1%	-0.6%
Cc1nn(-c2ccccc2)c(C)c1C(=O)OCC(=O)Nc1ccccc1F	-3.4%	2.2%	0.9%[50 µM]
O=C(NC1CCN(Cc2ccccc2)C1)c1cc(S(=O)(=O)N2CCOCC2)ccc1Cl (centres undefined)	-11.4%	0.5%	0.8%[50 µM]

The final 5 entries of the section before lead into the next.
SMILES	NS5 inhibitors	RSV antiviral HEp-2	UTI89 phage lysis
CC1CCCCC12NC(=O)N(CC(=O)Nc1ccc3c(c1)OCCCO3)C2=O (centres undefined)	-4.4%	2.3%	1.3%[50 µM]
COc1ccccc1CNC(=O)COC(=O)C1CC1	-3.7%	3.4%	0.2%[50 µM]
O=C(CSc1ccccc1F)Nc1ccc(N2CCOCC2)cc1	2.9%	0.1%	-0.6%
Cc1nn(-c2ccccc2)c(C)c1C(=O)OCC(=O)Nc1ccccc1F	-3.4%	2.2%	0.9%[50 µM]
O=C(NC1CCN(Cc2ccccc2)C1)c1cc(S(=O)(=O)N2CCOCC2)ccc1Cl (centres undefined)	-11.4%	0.5%	0.8%[50 µM]
Cc1ccc(NC(=O)C2CCCC2)cc1S(=O)(=O)N1CCOCC1	3.0%	0.3%	0.6%[50 µM]
Cc1cc(C)cc(OCC(=O)OCC(=O)NC2CCCC2)c1	0.8%	0.3%	0.6%[50 µM]
N#CCSc1ccccc1NC(=O)COC(=O)Cc1c[nH]c2ccccc12	6.3%	0.3%	0.1%[50 µM]
COc1ccc([C@H]2CC(=O)C=C(c3cccc(CO)c3)C2)cc1	0.0%	1.2%	0.1%
COc1cc2c(-c3cc(F)cc(F)c3)c(-c3ccsc3)oc(=O)c2cc1OC	-6.4%	12.3%	0.5%
COCC(C)n1c(SCC(=O)N2CC(=O)Nc3ccccc32)nc2ccccc2c1=O (centres undefined)	-7.6%	1.6%	0.9%[50 µM]
COc1ccc(CN2CC[C@H]3C=CCc4cccc(c43)C2)cc1	1.6%	2.5%	9.8%
CNC(C)C(=O)NC(C(=O)N1CCCC1C(=O)Nc1ccc2ncccc2c1)C(C)C (centres undefined)	7.6%	0.9%	0.9%
O=C(CN1C(=O)NC2(CCCC2)C1=O)Oc1ccc2ccc(=O)oc2c1	-7.4%	-0.5%	0.5%[50 µM]
COc1ccc(-c2sc3ccc(N4CCOCC4)cc3c2C#CC(C)(C)O)cc1	0.0%	-0.6%	0.8%
COc1ccc(NC(=O)Cc2ccsc2)cc1S(=O)(=O)N1CCCCC1	-3.7%	0.6%	0.5%[50 µM]
COc1ccc(C(=O)OCC(=O)Nc2ncc([N+](=O)[O-])s2)cc1OC	-1.1%	0.2%	-0.2%[50 µM]
CC(=O)c1sc(NC(=O)c2cc(S(=O)(=O)N3CCOCC3)ccc2F)nc1C	-8.6%	0.0%	0.5%[50 µM]
Cc1nnc(SCC(=O)N(CCC#N)c2ccc3c(c2)OCCO3)s1	-9.0%	0.0%	0.8%[50 µM]
O=C(CNC(=O)c1ccc(Br)cc1)NC1CC1	-9.0%	2.0%	0.5%[50 µM]
O=C(COC(=O)CNS(=O)(=O)c1ccccc1)Nc1ncc(Cl)cc1Cl	-11.9%	0.7%	0.2%[50 µM]
CCc1sc(C(=O)Nc2cc(S(=O)(=O)N3CCOCC3)ccc2OC)cc1C	-0.7%	1.8%	5.7%
CCN(CC)c1ccc(C(=O)OCC(=O)Nc2cc(C)on2)cc1	5.2%	1.1%	0.3%[50 µM]
COc1c(S(=O)(=O)N2CCCCC2)ccc2c(S(=O)(=O)N3CCCCC3)cccc12	1.3%	4.4%	0.0%
CCC(=O)NC(c1ccco1)c1cc(Cl)c2ccccc2c1O (centres undefined)	31.4%	1.7%	1.1%
O=C(COC(=O)/C=C/c1ccc(Cl)c(Cl)c1)NC1CCCC1	-0.8%	2.9%	0.4%[50 µM]
O=C(CCCOc1ccccc1)Nc1cccc(S(=O)(=O)N2CCCCC2)c1	-2.6%	3.0%	-0.2%[50 µM]
CCOc1ccc(OCc2ccc(C(=O)Nc3cccnc3)cc2)cc1	-6.6%	1.8%	0.2%[50 µM]
O=C(c1cn(Cc2ccccc2)nc1-c1cccnc1)N1CCN(Cc2c(F)cccc2Cl)CC1	3.9%	0.1%	0.2%[50 µM]
COc1ccc2c(c1)OC[C@H]1[C@H]2N2C(=O)CN(Cc3ccc(Cl)cc3)C(=O)[C@@]2(C)[C@H]1c1ccccc1	-6.4%	23.0%	0.0%
O=C(NCC1CCCO1)c1cn(Cc2ccccc2)nc1-c1ccccc1 (centres undefined)	-2.2%	0.3%	0.3%[50 µM]
Cc1c(NC(=O)C(C)Sc2nc(N)cc(=O)[nH]2)c(=O)n(-c2ccccc2)n1C (centres undefined)	2.3%	2.3%	0.9%[50 µM]
O=C(COC(=O)Cn1cc(C(F)(F)F)ccc1=O)Nc1ccccc1	1.6%	1.8%	0.6%[50 µM]
CCOc1cc(C(=O)OCc2ccc(OC)cc2)ccc1OCC(=O)N1CCOCC1	-6.1%	1.5%	0.3%[50 µM]
O=C1C=C(/C=C/c2ccccc2)C[C@@H](c2ccc(F)cc2)C1	-6.3%	1.8%	0.3%

The list is partial (hit frequency here may not be typical).
